# Screens (PubChem)
# Efflux pump inh: inhibitors of Candida efflux pumps in yeast, primary screen, S. cerevisiae, Nile Red, multiplex | inhibition, % at 10 µM | AID 485275, 2010 | actives 0.44% (n = 330,000) | S. cerevisiae Candida pump triplex;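 active means plate passing quality check with inhibition over a set limit, or well fluorescence over plate mean plus 4 SD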;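 further: Nile Red retained in pooled yeast measured as flow cytometry median fluorescence; 0% = buffer negative control and 100% = Enniatin B positive control; higher means more Nile Red kept so more efflux inhibition; some compounds called inactive have numbers as strong as hits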
# GLD-1 TGE inh: GLD-1/TGE RNA complex disruptors, primary screen, biochemical, fluorescence polarization | AID 2280, 2010 | purified GLD-1 + fluorescein TGE RNA | Female germline-specific tumor suppressor gld-1 (Caenorhabditis elegans), Q17339 | actives 0.44% (n = 320,000) | inhibition, % at 5.96 µM;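 active means percent inhibition above a per-plate cutoff, the plate mean of test compounds plus 3 SD, cut at about 30% in these data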;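 further: 0% = DMSO wells with GLD-1 and probe and 100% = wells lacking GLD-1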
# Fam108B inh: mouse Fam108B serine hydrolase inhibitors, primary screen, counter-screen for RBBP9 inhibitor project, biochemical, fluorescence polarization; recombinant Fam108B, FP-Rh probe fluorescence polarization; inhibition, % at 9.51 µM; actives 0.33% (n = 300,000); AID 1947, 2009;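 active means inhibition above the screen mean inhibition plus 3 SD, computed separately per campaign, cut at about 18% in these data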;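 further: inhibitors lower polarization as less probe binds the enzyme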
# MCL1-BIM inh: inhibitors of MCL1 binding to BIM-BH3, primary screen, biochemical, fluorescence polarization. inhibition, % at 10.9 µM. AID 2057, 2009. actives 0.68% (n = 320,000). Induced myeloid leukemia cell differentiation protein Mcl-1 (Homo sapiens), Q07820. GST-MCL1 / FITC-Bim-BH3 fluorescence polarization;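 active means inhibition above the mean inhibition of all tested compounds plus 3 SD, set per campaign, cut at about 40% in these data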;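 further: 0% = DMSO wells and 100% = unlabeled Bim-BH3 peptide control; higher means more loss of mP so more displacement of Bim peptide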
# Target sequence (Q07820 whole entry, looked up): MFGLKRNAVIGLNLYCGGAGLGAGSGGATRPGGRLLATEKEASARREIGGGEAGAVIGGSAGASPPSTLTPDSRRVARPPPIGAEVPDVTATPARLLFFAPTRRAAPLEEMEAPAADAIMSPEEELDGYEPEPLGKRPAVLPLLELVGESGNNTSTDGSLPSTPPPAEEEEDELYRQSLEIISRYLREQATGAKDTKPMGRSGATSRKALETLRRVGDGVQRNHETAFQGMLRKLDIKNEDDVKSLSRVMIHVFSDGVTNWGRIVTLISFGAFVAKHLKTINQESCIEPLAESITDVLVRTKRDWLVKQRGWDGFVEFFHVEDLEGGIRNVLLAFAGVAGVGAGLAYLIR
# MEX-5 binding: MEX-5 zinc finger RNA-binding disruptors – biochemical, C. elegans, fluorescence polarization, MLPCN library, primary screen. Zinc finger protein mex-5 (Caenorhabditis elegans), Q9XUB2. MEX-5/FITC-TCR2 RNA binding; active compounds read low. activity score (negative = inhibition of binding), % at 10 µM. actives 0.38% (n = 300,000). AID 1832, 2009;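 active means inhibition past about -25% in most replicates, and total fluorescence under double the plate's negative control median, limit read from the data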;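 further: 0% = DMSO and -100% = 5 µM competing unlabeled TCR2 RNA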
# ZTA DNA inh: ZTA (EBV) inhibition in EBNA-1 counter-screen | P03206 | ZTA-DNA binding, fluorescence polarization | inhibition, % at 11 µM | actives 0.15% (n = 320,000) | AID 2234; in the data active means inhibition above about 33%
# Target sequence (P03206 whole entry, looked up): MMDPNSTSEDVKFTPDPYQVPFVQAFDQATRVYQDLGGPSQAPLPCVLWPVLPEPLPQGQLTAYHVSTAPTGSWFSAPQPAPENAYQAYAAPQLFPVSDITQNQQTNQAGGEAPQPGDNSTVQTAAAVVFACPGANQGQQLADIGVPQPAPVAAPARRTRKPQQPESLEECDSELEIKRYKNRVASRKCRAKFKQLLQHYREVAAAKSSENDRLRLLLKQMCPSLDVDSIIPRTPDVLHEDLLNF
# BCLXL inh: inhibitors of human Bcl-xL, primary screen, biochemical, fluorescence polarization, HTS. GST-Bcl-xL / FITC-Bim BH3 peptide fluorescence polarization. inhibition, % at 10.9 µM. actives 0.7% (n = 320,000). AID 2129, 2009;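 active means inhibition above the mean of all tested compounds plus 3 SD, cutoff set per campaign, cut at about 30% in these data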;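 further: 0% = DMSO wells and 100% = unlabeled Bim-BH3 peptide competitor; inhibitors lower millipolarization by displacing the labeled peptide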
# Target sequence (Q07817 whole entry, looked up): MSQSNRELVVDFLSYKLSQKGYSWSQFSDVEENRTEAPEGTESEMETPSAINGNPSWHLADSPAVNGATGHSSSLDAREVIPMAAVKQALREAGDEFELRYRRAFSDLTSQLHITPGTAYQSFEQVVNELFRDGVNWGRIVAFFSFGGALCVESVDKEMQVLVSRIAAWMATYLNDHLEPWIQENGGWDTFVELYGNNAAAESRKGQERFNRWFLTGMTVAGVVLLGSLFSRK
# Yeast superoxide: reduction of superoxide in aged yeast, primary screen, HTS; S. cerevisiae aged cells, superoxide DHE fluorescence; active compounds read low; superoxide response (% of plate mean), % at 10 µM; actives 0.18% (n = 330,000); AID 2690, 2010;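 active means superoxide response under a set limit, about three screen SD below normal, cut at about 65% in these data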;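 further: yeast aged for seven days with compound at 30 °C before DHE staining; 100% = average MFI of all compound-treated wells on the plate with controls excluded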
# EBNA-1 inh: EBNA-1 DNA-binding inhibitors, primary screen, biochemical, fluorescence polarization | inhibition, % at 14.8 µM | actives 0.34% (n = 300,000) | AID 1950, 2009; in the data active means inhibition above about 28%
# The depositor's hits bear a star; · = no result given.
# Screens in order: Efflux pump inh | GLD-1 TGE inh | Fam108B inh | MCL1-BIM inh | MEX-5 binding | ZTA DNA inh | BCLXL inh | Yeast superoxide | EBNA-1 inh
> O=S(=O)(c1ccc(F)cc1)N(CCO)CC(O)Cn1c2ccccc2c2ccccc21 (stereo not given)
 : 0.2 | 1.0 | -2.9 | 1.8 | -3.6 | 3.9 | 0.1 | 120.9 | -10.7
> CCOC(=O)N1CCN(c2ccc(S(=O)(=O)N3CCC(C)CC3)cc2[N+](=O)[O-])CC1
 : -0.1 | 1.0 | · | -0.8 | · | -7.3 | 5.5 | 126.2 | ·
> O=c1[nH]cc(S(=O)(=O)N2CCN(c3cccc(C(F)(F)F)c3)CC2)c(=O)[nH]1
 : 0.0 | 0.2 | 1.3 | 4.0 | -1.0 | -6.9 | 7.7 | 106.9 | 30.8*
> CCOC(=O)N1CCN(S(=O)(=O)N2CCCC(C(=O)NCCc3ccccc3)C2)CC1 (stereo not given)
 : 0.3 | 1.0 | 4.7 | 1.9 | -1.7 | 0.2 | -0.4 | 92.2 | 1.3
> O=C(Nc1ncccn1)C1CCCCC1
 : 0.1 | 0.8 | 0.3 | 3.1 | -0.3 | 2.6 | 1.3 | 116.1 | 4.7
> CCNC(=S)NNC(=O)c1cccnc1
 : -0.2 | -1.2 | 1.0 | -2.0 | -4.7 | -17.4 | 5.1 | 87.5 | -14.9
> COCCn1c(Cc2ccccc2)nnc1SCC(=O)N1CCCCC1C (stereo not given)
 : 0.0 | -1.0 | -0.4 | 4.5 | 1.2 | -3.7 | -3.8 | 102.1 | 7.6
> O=C(CCSc1ccc(Cl)cc1)N1CCOCC1
 : 0.0 | 6.5 | -2.8 | 2.8 | 0.1 | -1.3 | 9.3 | 95.6 | 6.3
> Cc1cc(=O)oc2cc(OC(C)C(=O)Nc3ccc(N4CCOCC4)cc3)ccc12 (stereo not given)
 : -0.2 | 0.4 | 3.3 | 8.4 | 0.4 | -6.7 | 4.6 | 90.3 | 1.4
> Cc1ccccc1-c1nnc(SCC(=O)c2c(N)n(C3CC3)c(=O)[nH]c2=O)o1
 : -0.1 | 2.4 | · | 3.5 | · | 2.8 | -1.3 | 74.5 | ·
> Cc1ccc(N/C=C2\CCCCC2=O)c(C)c1
 : -0.1 | 4.8 | 0.3 | -11.9 | 0.9 | 17.4 | -2.1 | 89.4 | 7.0
> Cc1cc(C(F)(F)F)n2ncc(-c3ccccc3)c2n1
 : 0.0 | -0.2 | 1.1 | 2.3 | -3.6 | 1.7 | 1.8 | 103.5 | -4.1
> N/C(=N\OC(=O)c1ccoc1)c1ccc(Br)cc1
 : 0.0 | 9.7 | -4.8 | 3.0 | 0.8 | -10.2 | 4.0 | 120.2 | -4.6
> CCCC(C(=O)NC1CCCC1)N(CCN(CC)CC)C(=O)c1snc(C(N)=O)c1N (stereo not given)
 : 0.8 | 8.8 | -0.1 | 0.2 | -1.1 | -6.6 | 5.2 | 95.8 | -5.6
> Cc1ccc(O)c(C(=O)c2cnn(C(=O)COc3ccc(Cl)cc3)c2)c1
 : -0.1 | 2.3 | 4.0 | 5.3 | 1.8 | 1.0 | 1.6 | 91.7 | 3.2
> OCCC1CN(Cc2cccc(-c3ccco3)c2)CCN1Cc1ccsc1 (stereo not given)
 : 0.0 | -4.0 | -0.1 | 0.0 | 1.3 | 5.1 | -0.9 | 103.3 | 6.4
> CCOc1ccccc1NC(=O)CCCN1C(=S)NC(C)(C)CC1C (stereo not given)
 : 0.1 | 0.8 | -3.1 | 3.8 | 2.0 | 8.4 | 2.8 | 105.9 | 1.3
> C=C(C)c1cccc(C(C)(C)NC(=O)Nc2ccc(C(C)=O)cc2)c1
 : 0.0 | -0.4 | -3.1 | -1.9 | -1.1 | 2.2 | -4.2 | 101.2 | 2.5
> CCSc1nnc(NC(=O)C(C)(C)C)s1
 : -0.1 | -1.2 | -0.8 | 9.3 | 0.4 | -8.7 | 6.3 | 99.8 | 5.9
> O=C(CNC(=O)c1ccccc1Cl)N/N=C/c1ccc2c(c1)OCO2
 : -0.1 | -0.2 | -2.6 | -1.4 | -1.5 | -5.3 | -2.7 | 94.5 | -9.1
> COc1ccc(C(C(=O)NC(C)(C)C)N(Cc2cccnc2)C(=O)CCC(=O)Nc2cc(C)on2)cc1 (stereo not given)
 : 0.2 | 3.1 | 3.2 | -0.9 | -1.1 | -9.0 | -1.9 | 100.3 | -7.2
> COc1ccc(NC(=O)C2CC(c3c(F)cccc3Cl)=NO2)cc1 (stereo not given)
 : -0.1 | 1.7 | -1.6 | -2.3 | -1.5 | -15.8 | 1.9 | 106.6 | 1.6
> O=C(NC(NC1CCS(=O)(=O)C1)C(Cl)(Cl)Cl)c1ccc(Br)cc1 (stereo not given)
 : -0.1 | 9.3 | 3.4 | 8.3 | -0.2 | -15.2 | 6.3 | 95.7 | -6.3
> Clc1cc(Cl)cc(CN2CCSCC2)c1
 : -0.1 | -3.4 | 1.8 | 0.0 | 2.5 | 9.6 | 3.0 | 116.9 | 4.8
> C=CCNC(=S)N(CC)c1cccc2ccccc12
 : 1.0 | 2.8 | -4.2 | -2.3 | -0.1 | 0.8 | 5.6 | 90.2 | -11.5
> CNC(=O)CSc1nnc(-c2ccc3c(c2)OCO3)n1C
 : -0.3 | 3.9 | 3.3 | -1.5 | 0.2 | -9.9 | -1.5 | 112.3 | -0.1
> CCCn1c(N)c(N(CCOC)C(=O)c2cc3c(s2)CCCCC3)c(=O)[nH]c1=O
 : -2.4 | 0.2 | -0.5 | 4.6 | 3.1 | 0.5 | 6.4 | 105.1 | -2.2

# A section from the list above, as a working copy:
# Screens in order: Efflux pump inh | GLD-1 TGE inh | Fam108B inh | MCL1-BIM inh | MEX-5 binding | ZTA DNA inh | BCLXL inh | Yeast superoxide | EBNA-1 inh
> O=C(CCSc1ccc(Cl)cc1)N1CCOCC1
 : 0.0 | 6.5 | -2.8 | 2.8 | 0.1 | -1.3 | 9.3 | 95.6 | 6.3
> Cc1cc(=O)oc2cc(OC(C)C(=O)Nc3ccc(N4CCOCC4)cc3)ccc12 (stereo not given)
 : -0.2 | 0.4 | 3.3 | 8.4 | 0.4 | -6.7 | 4.6 | 90.3 | 1.4
> Cc1ccccc1-c1nnc(SCC(=O)c2c(N)n(C3CC3)c(=O)[nH]c2=O)o1
 : -0.1 | 2.4 | · | 3.5 | · | 2.8 | -1.3 | 74.5 | ·
> Cc1ccc(N/C=C2\CCCCC2=O)c(C)c1
 : -0.1 | 4.8 | 0.3 | -11.9 | 0.9 | 17.4 | -2.1 | 89.4 | 7.0
> Cc1cc(C(F)(F)F)n2ncc(-c3ccccc3)c2n1
 : 0.0 | -0.2 | 1.1 | 2.3 | -3.6 | 1.7 | 1.8 | 103.5 | -4.1
> N/C(=N\OC(=O)c1ccoc1)c1ccc(Br)cc1
 : 0.0 | 9.7 | -4.8 | 3.0 | 0.8 | -10.2 | 4.0 | 120.2 | -4.6
> CCCC(C(=O)NC1CCCC1)N(CCN(CC)CC)C(=O)c1snc(C(N)=O)c1N (stereo not given)
 : 0.8 | 8.8 | -0.1 | 0.2 | -1.1 | -6.6 | 5.2 | 95.8 | -5.6
> Cc1ccc(O)c(C(=O)c2cnn(C(=O)COc3ccc(Cl)cc3)c2)c1
 : -0.1 | 2.3 | 4.0 | 5.3 | 1.8 | 1.0 | 1.6 | 91.7 | 3.2
> OCCC1CN(Cc2cccc(-c3ccco3)c2)CCN1Cc1ccsc1 (stereo not given)
 : 0.0 | -4.0 | -0.1 | 0.0 | 1.3 | 5.1 | -0.9 | 103.3 | 6.4
> CCOc1ccccc1NC(=O)CCCN1C(=S)NC(C)(C)CC1C (stereo not given)
 : 0.1 | 0.8 | -3.1 | 3.8 | 2.0 | 8.4 | 2.8 | 105.9 | 1.3
> C=C(C)c1cccc(C(C)(C)NC(=O)Nc2ccc(C(C)=O)cc2)c1
 : 0.0 | -0.4 | -3.1 | -1.9 | -1.1 | 2.2 | -4.2 | 101.2 | 2.5
> CCSc1nnc(NC(=O)C(C)(C)C)s1
 : -0.1 | -1.2 | -0.8 | 9.3 | 0.4 | -8.7 | 6.3 | 99.8 | 5.9
> O=C(CNC(=O)c1ccccc1Cl)N/N=C/c1ccc2c(c1)OCO2
 : -0.1 | -0.2 | -2.6 | -1.4 | -1.5 | -5.3 | -2.7 | 94.5 | -9.1
